# Compound activity deposited in PubChem by several laboratories.
# CHRM4 antagonist – human M4 muscarinic receptor antagonists, primary screen, CHO cells, Fluo-8 calcium fluorescence; CHO-hM4 cells, ACh EC80; inhibition, % at 3 µM; hit rate 0.73% among 360,000;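 active = inhibition above its plate's cutoff, the mean inhibition of sample wells plus 3 SD, cut at about 27% in these data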;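 also: 0% = acetylcholine EC80 with DMSO and 100% = DMSO without agonist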
# CRFR2-BP antag – antagonists of CRF-BP/CRF-R2 complex, primary screen, cell-based, HEK293, calcium dye fluorescence, uHTS | inhibition, % at 11.8 µM | hit rate 0.59% among 350,000 | CRF-induced calcium fluorescence;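 active = inhibition of the ligand-induced calcium signal above about 50% at the single tested concentration, limit read from the data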
# IDE cell inh – human IDE inhibitors in live cells, primary screen, fluorescence polarization, HEK cells, FAbetaB substrate; AID 434962, 2010; inhibition, % at 5.59 µM; hit rate 0.41% among 320,000; FAbetaB cleavage; Insulin-degrading enzyme (Homo sapiens), P14735;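 active = percent inhibition above the average of all tested compounds plus 3 SD, set per screening campaign, cut at about 16% in these data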;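 also: IDE supplied by intact live HEK cells; FP after avidin binding of uncleaved biotin substrate so inhibition keeps polarization high; 0% = DMSO wells and 100% = 60 µM reference IDE inhibitor Ii1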
# Target sequence (P14735 whole entry, looked up): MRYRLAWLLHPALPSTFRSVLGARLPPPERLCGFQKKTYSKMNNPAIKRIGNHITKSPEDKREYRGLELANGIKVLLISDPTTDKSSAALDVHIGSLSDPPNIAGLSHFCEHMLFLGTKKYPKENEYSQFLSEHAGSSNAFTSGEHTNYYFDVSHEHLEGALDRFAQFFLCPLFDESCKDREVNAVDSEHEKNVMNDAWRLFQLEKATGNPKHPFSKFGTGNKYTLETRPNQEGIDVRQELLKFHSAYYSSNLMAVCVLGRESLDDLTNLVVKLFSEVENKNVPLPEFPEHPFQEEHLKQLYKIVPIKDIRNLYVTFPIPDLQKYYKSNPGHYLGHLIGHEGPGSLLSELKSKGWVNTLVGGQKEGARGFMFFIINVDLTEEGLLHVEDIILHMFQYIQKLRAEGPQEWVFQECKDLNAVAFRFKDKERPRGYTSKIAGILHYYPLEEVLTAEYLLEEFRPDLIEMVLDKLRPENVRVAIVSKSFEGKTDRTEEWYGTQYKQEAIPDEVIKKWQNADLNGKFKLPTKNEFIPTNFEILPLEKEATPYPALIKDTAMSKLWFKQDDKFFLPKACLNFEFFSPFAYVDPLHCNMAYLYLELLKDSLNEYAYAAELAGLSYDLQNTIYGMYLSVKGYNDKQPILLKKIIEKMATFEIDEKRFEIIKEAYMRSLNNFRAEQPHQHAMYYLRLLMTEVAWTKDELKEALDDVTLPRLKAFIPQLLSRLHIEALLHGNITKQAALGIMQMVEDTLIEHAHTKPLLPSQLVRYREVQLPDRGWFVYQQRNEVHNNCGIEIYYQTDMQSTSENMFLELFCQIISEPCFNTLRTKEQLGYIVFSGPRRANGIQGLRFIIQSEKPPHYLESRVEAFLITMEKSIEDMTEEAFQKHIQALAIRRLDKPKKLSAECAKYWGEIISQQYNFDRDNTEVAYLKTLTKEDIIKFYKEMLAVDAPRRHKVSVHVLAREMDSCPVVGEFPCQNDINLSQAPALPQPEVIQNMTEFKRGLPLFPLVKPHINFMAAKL
# M4 PAM – human M4 muscarinic receptor positive allosteric modulators, primary screen, CHO-K1 cells, Fluo-8 calcium fluorescence | activation, % at 3 µM | hit rate 0.4% among 360,000 | Muscarinic acetylcholine receptor M4 (Homo sapiens), P08173 | AID 624126, 2012 | CHO-K1 hM4/Gqi5, ACh EC20; 0% = ACh EC20, 100% = maximal ACh;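 active = activation above its plate's cutoff, the mean activation of sample wells plus 3 SD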; also: some results filed as inactive read as strong as hits
# M5 antag – human M5 muscarinic receptor antagonists, primary screen, CHO cells, Fluo-8 calcium fluorescence; Muscarinic acetylcholine receptor M5 (Homo sapiens), P08912; CHO-hM5 cells, ACh EC80; inhibition, % at 3 µM; hit rate 0.59% among 360,000; AID 624040, 2012;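 active = inhibition above a per-plate cutoff, the mean of that plate's test compounds plus 3 SD, cut at about 27% in these data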;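 also: 0% = acetylcholine EC80 with DMSO and 100% = DMSO without agonist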
# CHRM5 PAM – human M5 muscarinic receptor positive allosteric modulators, primary screen, CHO-K1 cells, Fluo-8 calcium fluorescence; Muscarinic acetylcholine receptor M5 (Homo sapiens), P08912; CHO-K1 hM5, ACh EC20 PAM; 0% = ACh EC20, 100% = ACh EC100; activation, % at 3 µM; hit rate 0.3% among 360,000;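 active = activation above the run cutoff, the mean activation of all test compounds plus 3 SD, cut at about 18% in these data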
#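 system = human M5 receptor in CHO-K1 cells | reagent = EC20 acetylcholine as agonist stimulus | compound dosing = single-point, 3 µM nominal | incubation = Fluo-8 loading 80 min at 37 °C plus 30 min room temperature | detection = Fluo-8 calcium dye fluorescence, kinetic read | benchmarks = low control EC20 acetylcholine (0%), high control EC100 acetylcholine (100%)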
# M4 ag – human M4 muscarinic receptor agonists, primary screen, CHO-K1 cells, Fluo-8 calcium fluorescence; Muscarinic acetylcholine receptor M4 (Homo sapiens), P08173; CHO-K1 hM4/Gqi5; vehicle 0%, full acetylcholine response 100%; activation, % at 3 µM; hit rate 0.14% among 360,000; AID 624127, 2012;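 active = activation above the run mean over all test wells plus 3 SD, cut at about 32% in these data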;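 also: peak over basal fluorescence ratio per well then scaled between controls; 0% = DMSO wells and 100% = acetylcholine at EC100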
# CRFBP-R2 agonist – agonists of CRF-BP/CRF-R2 complex, primary screen, cell-based, HEK293, calcium dye fluorescence, uHTS | hit rate 0.46% among 350,000 | calcium dye fluorescence (FLIPR); percent of saturating CRF peptide response | CRF-binding protein / CRF receptor 2 complex (human) | activation, % at 13.2 µM;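 active = activation of at least 50%, plus an integration ratio under a set limit after plate pattern correction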;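 also: plate controls were neutral control wells without compound for no effect and CRF at EC100 for full effect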
# CHRM5 agonist – human M5 muscarinic receptor agonists, primary screen, CHO-K1 cells, Fluo-8 calcium fluorescence | CHO-K1 hM5 cells; 0% DMSO wells, 100% maximal acetylcholine response | activation, % at 3 µM | hit rate 0.19% among 360,000;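 active = activation above the run's mean over test compounds plus 3 SD, cut at about 23% in these data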;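 also: signal is peak over basal fluorescence ratio across the kinetic read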
# * = called active by the depositor; . = no result given.
CHRM4 antagonist	CRFR2-BP antag	IDE cell inh	M4 PAM	M5 antag	CHRM5 PAM	M4 ag	CRFBP-R2 agonist	CHRM5 agonist	Molecule
-4	.	.	-2	11	-4	1	.	-2	CCc1nc2ccc(C(=O)NCCNC(C)=O)cn2c1N(C)Cc1ccc(OC)cc1
3	11	1	1	4	2	1	-0.4	-1	C=CCNC(=O)COC(=O)c1ccc(C)c(NC(=O)c2ccco2)c1
3	-9	.	3	-4	4	0	0.6	4	CCCCN(C(=O)c1cc(S(=O)(=O)N2CCOCC2)ccc1F)c1c(N)n(CCCC)c(=O)[nH]c1=O
-2	1	0	-3	-3	3	-1	0.5	-6	Clc1ccc(-c2nc(N3CCCCC3)nc3ccccc23)cc1
1	-12	0	-2	-3	15	2	3.9	2	O=C1CCC(=O)N1CCSC(=S)N1CCOCC1
-3	9	.	0	5	1	3	0.4	0	C[C@@H]1CN([C@H](C)CO)C(=O)c2c(c3ccccc3n2C)-c2ccccc2CO[C@H]1CN(C)C(=O)Cc1ccccc1
9	6	3	7	6	1	0	3.1	-4	Cn1c(=O)oc2cc(S(=O)(=O)NCc3cccnc3)ccc21
3	-7	0	-4	8	0	1	-0.6	1	CCOC(=O)c1cnn(-c2ccccc2)c1NC(=O)CCl
-6	6	.	3	0	-2	-1	0.2	-2	CN(N=Cc1ccccc1)C(=S)Nc1ccccc1
8	2	3	-3	3	5	1	20	-6	C=CCNc1nc(NCc2ccccc2)c(C#N)c2c1CN(C)CC2
-1	17	0	-9	13	-8	0	-1.2	-7	CC(C)N(CCNC(=O)c1oc(=O)c2ccccc2c1-c1ccccc1)Cc1ccco1
0	7	-7	-4	6	6	1	-0.1	-12	CCC(C)[C@H]1CN=C(N)N1CCc1cccc(F)c1 (stereo partly specified)
-4	6	-7	4	3	5	1	0.1	0	O=C(Nc1cccc(F)c1)c1ccc(Br)o1
11	-14	3	-10	20	-22	10	4.2	1	CC(NCC(=O)Nc1cc(S(=O)(=O)N2CCOCC2)ccc1Cl)c1ccc(Cl)cc1Cl (stereo unspecified)
5	-5	7	-2	-7	6	1	3.5	-2	C/C(=N\NC(=O)c1nnn(-c2nonc2N)c1CSc1ccc(C)cc1)c1ccco1
-13	-8	5	13	-13	9	1	-0.5	2	CC1C(=O)C(C)(C)C(=O)OC1c1ccccc1 (stereo unspecified)
-14	5	5	-6	-3	-11	10	-2.0	0	COc1ccc(/C=N\NC(=O)c2ccccc2)cc1COc1ccc(F)cc1
-5	1	11	4	9	2	0	-1.3	-5	CCCCCC[N+](C)(C)CCSSCC[N+](C)(C)CCCCCC
-17	-12	2	6	-8	0	1	0.0	1	COC(=O)C[C@H](NC(=O)Cn1cnc2c(OCc3ccccc3)ncnc21)C(=O)OC
11	-8	4	-17	1	-9	-1	-0.5	-2	Cc1cc([N+](=O)[O-])ccc1NC(=S)NC(=O)C(c1ccccc1)c1ccccc1
-10	37	1	4	-1	-3	0	-8.2	0	Cc1nc2sc(C(c3ccccc3)N3CCN(C)CC3)c(O)n2n1 (stereo unspecified)
5	-57	8	-10	10	-15	16	1.4	0	CCC[C@@H](NS(=O)(=O)c1ccc(C)cc1)C(=O)Oc1ccc2c3c(c(=O)oc2c1)CCC3
7	-13	12	2	3	-7	-1	0.8	0	O=C(Nc1cccc(C(F)(F)F)c1)c1cc2ncc(Br)cn2n1
-7	-56	-1	-5	1	4	0	2.4	5	CC(C)c1cccc(C(C)C)c1OC(=O)[C@H]1OC(C(C)(C)C)=C[C@@H]1c1ccccc1
6	0	6	0	-1	-8	7	-0.6	5	Cc1ccc(S(=O)(=O)N(C)c2ccc(C(=O)N3CCCCC3)cc2)cc1
5	-15	6	1	-4	0	0	0.1	-1	ONC(=Nc1ccccc1)C(=Nc1ccccc1)NO
-10	-1	9	5	2	2	0	-7.3	-2	CSc1nsc(SC)c1C(=O)O
-1	2	.	-7	12	-2	2	0.9	-12	Cc1ccc(CN2CCN(CC(=O)NCc3ccccc3)CC2)cc1
5	5	2	5	4	0	0	-5.4	0	COc1ccccc1OCC(=O)OCc1cc(-c2ccco2)on1
-2	-5	-3	0	0	10	2	0.5	-1	CN(C)/C(=N\S(=O)(=O)c1ccccc1)c1ccccc1

# Brought forward from above: four entries; new compounds follow.
CHRM4 antagonist	CRFR2-BP antag	IDE cell inh	M4 PAM	M5 antag	CHRM5 PAM	M4 ag	CRFBP-R2 agonist	CHRM5 agonist	Molecule
-10	-1	9	5	2	2	0	-7.3	-2	CSc1nsc(SC)c1C(=O)O
-1	2	.	-7	12	-2	2	0.9	-12	Cc1ccc(CN2CCN(CC(=O)NCc3ccccc3)CC2)cc1
5	5	2	5	4	0	0	-5.4	0	COc1ccccc1OCC(=O)OCc1cc(-c2ccco2)on1
-2	-5	-3	0	0	10	2	0.5	-1	CN(C)/C(=N\S(=O)(=O)c1ccccc1)c1ccccc1
-1	-5	0	2	-9	-7	1	-0.5	-6	COC(=O)c1cccc(NC(=O)CSc2nnnn2C)c1
-3	-2	-8	-2	0	-8	8	-2.7	3	CCc1ccc(S(=O)(=O)Nc2cccc(C3OCCCO3)c2)cc1
7	5	4	-1	5	0	0	1.6	-1	COc1cc(C(=O)N2CCc3ccccc32)cc(OC)c1OC
-6	-6	0	-4	7	-12	2	-0.2	2	COc1ccc(/C=C/C(=O)NCCSCc2ccco2)cc1
10	-22	2	4	4	5	-1	-0.7	2	CCOC(=O)N1CCN(C(=O)c2ccc(C)c(S(=O)(=O)Nc3ccccc3)c2)CC1
-2	-7	-1	4	2	3	1	-1.8	0	COc1ccc(C(=O)Nc2ccc(S(=O)(=O)Nc3nccc(C)n3)cc2)cc1OC
-12	8	3	7	-9	-1	0	0.3	3	Fc1ccc(Br)cc1/C=N/N1CCN(c2ccccc2)CC1
-2	-6	2	0	-1	5	1	0.2	2	C=CCn1c(O)c(N=NC(=O)c2ccccc2NS(=O)(=O)c2cccs2)c2ccccc21
-4	11	.	0	7	-4	3	-1.4	0	Cc1cc(OCC(=O)N2CCc3ccccc3C2)c(C)cc1Br
-12	34	11	-5	0	-3	2	-9.0	-1	COc1cc(C(=O)Nc2scc(-c3ccc(Br)cc3)c2C(=O)O)cc(OC)c1OC
-10	-13	-1	3	-6	-1	2	4.1	3	C=CCCC(=O)Nc1nc(C)c(-c2csc(Nc3cc(OC)ccc3OC)n2)s1
-1	13	-4	2	5	-2	1	-2.5	-1	Cc1cc(C)n2nc(SCC(=O)NCc3ccco3)nc2n1
-3	3	1	0	-7	3	1	4.2	-1	COc1cccc(NC(=S)NCc2ccccn2)c1
7	44	3	-9	17	-20	25	0.3	7	CCN=C(NCC)SC1CC(=O)N(c2ccc(F)cc2)C1=O (stereo unspecified)
5	-5	-3	-5	0	1	0	-1.1	-5	CCOP(=O)(OCC)C(NCc1ccccc1)c1ccc(Br)cc1 (stereo unspecified)
8	6	2	1	-8	0	0	0.6	0	Cc1cc(-c2n[nH]c(=S)n2/N=C/c2ccc(C)s2)n[nH]1
-5	-13	1	3	2	-2	-1	0.4	-5	O=C(N/N=C\c1ccc(Cl)cc1Cl)c1sccc1-n1cccc1
-20	-1	-2	16	14	-6	1	-0.4	-4	CC(=O)c1cccc(NC(=O)Cn2cnc(S(=O)(=O)N3CCC(C)CC3)c2)c1
-1	-18	2	-4	-8	12	0	1.0	1	CSc1ncc(-c2ccccc2)cn1
-1	5	-1	-4	-2	1	7	-0.3	2	COc1ccc(/C=C2\SC(=O)N(CC(=O)Nc3cccnc3)C2=O)cc1OC
-7	-11	-4	-5	14	-1	1	-1.1	-5	CCOc1ccc(S(=O)(=O)N2CCCC(C(=O)NCc3ccccn3)C2)cc1 (stereo unspecified)
-6	10	-2	0	3	3	0	0.5	-6	COc1cccc(C(=O)Nn2c(C)nnc2-n2nc(C)cc2C)c1
0	6	1	-3	18	-5	1	-0.5	-4	O=C(CC1C(=O)NCCN1CC1CCCCC1)NCCCN1CCOCC1 (stereo unspecified)
-11	27	3	-1	0	-4	6	0.4	5	CCOC(=O)N1CCN(c2ccc(C(=O)c3ccccc3)cc2F)CC1
6	33	-1	20	2	0	4	-5.5	2	O=C(COC(=O)/C=C/c1ccc([N+](=O)[O-])cc1)NCc1ccccc1
-1	26	5	-1	1	-4	3	0.1	1	O=Cc1ccc(OCC(=O)NC(=O)NC2CCCCC2)cc1
-5	13	4	6	8	-6	1	1.8	1	Cc1ccc2c(c1)C(=O)N1[C@H]3c4cc(Br)ccc4OC[C@@H]3[C@H](c3ccccc3)[C@]1(C)C(=O)N2
3	-13	4	-4	3	1	2	-0.1	5	Cc1ccc(NC(=O)CNC(=O)CC23CC4CC(CC(C4)C2)C3)c(O)c1
-11	1	-4	3	-4	-6	3	-1.5	-2	O=C(c1cccc(F)c1)N1CCN(C(=O)c2cc(-c3ccc(Cl)cc3Cl)on2)CC1
2	-3	0	4	6	-6	2	-1.7	4	CC(C)(C)OC(=O)N1CCC(NC(=O)c2nc[nH]c2C(=O)N2CCc3ccccc3C2)CC1

CHRM4 antagonist	CRFR2-BP antag	IDE cell inh	M4 PAM	M5 antag	CHRM5 PAM	M4 ag	CRFBP-R2 agonist	CHRM5 agonist	Molecule
-9	-13	3	-6	7	9	1	0.4	-3	CS(=O)(=O)Cc1ccc(C(=O)N2CCCC2c2cccs2)cc1 (stereo unspecified)
-2	-4	3	10	1	0	2	-1.5	2	Cc1ccccc1C(=O)O
-13	-3	5	1	5	-5	0	13	-6	Cc1ccc(C(=O)COc2ccccc2-c2ccccc2)cc1
-1	-51	3	7	1	0	13	-0.2	0	COc1ccc(C(=O)c2c(C)c3ccccc3n2CC(O)CNC(C)C)cc1 (stereo unspecified)
7	-1	2	-3	2	-2	0	-3.0	0	O=C(OCn1nnc2ccccc2c1=O)c1cc(-c2ccccc2)nc2ccccc12
5	7	-3	-1	-2	1	3	2.8	-1	CC1(C)CC(=O)C(C=NCCN2CCN(C(=S)Nc3cccc(Cl)c3)CC2)=C(O)C1
-4	-4	2	9	0	-6	3	1.3	-6	COC(=O)c1c(NC(=O)Nc2ccc(Cl)cc2)sc(C)c1C
-1	-2	0	3	5	-8	0	-1.2	-11	CCCCN(C)C(=O)C1CCN(CCCc2ccccc2)CC1
-1	8	-6	-5	9	5	0	-1.1	-7	COc1ccc(N2CCN(CCCNC(=O)CCCn3c(=O)[nH]c4ccsc4c3=O)CC2)cc1
6	34	-2	12	-5	6	-1	1.7	-1	O=C(O)c1cc(-c2ccc(/C=N/Nc3ccc(Cl)cc3)o2)ccc1Cl
0	-10	5	-3	-2	-6	6	3.1	4	CCC1CCCCN1C(=O)COc1cc(=O)n(C)c2ccccc12 (stereo unspecified)
